NPSR antagonist: blocks cAMP signaling of the human neuropeptide S receptor; Q6W5P4; CHO-NPSR cells, cAMP TR-FRET, antagonist mode; Potency, µM (titrated, usually from 38.3 µM), for inactives: top-dose activity change, negative = inhibition, most hits filed as inhibitors; hit rate 1% among 220,000; also: potency is read from the fitted curve at half-maximal effect; % is scaled to controls: 0 for no effect and ±100 for the full control effect; nearly all actives have a fitted effect of over 50% in size; many of its hits are not listed in these tables
Target sequence (Q6W5P4 whole entry, looked up): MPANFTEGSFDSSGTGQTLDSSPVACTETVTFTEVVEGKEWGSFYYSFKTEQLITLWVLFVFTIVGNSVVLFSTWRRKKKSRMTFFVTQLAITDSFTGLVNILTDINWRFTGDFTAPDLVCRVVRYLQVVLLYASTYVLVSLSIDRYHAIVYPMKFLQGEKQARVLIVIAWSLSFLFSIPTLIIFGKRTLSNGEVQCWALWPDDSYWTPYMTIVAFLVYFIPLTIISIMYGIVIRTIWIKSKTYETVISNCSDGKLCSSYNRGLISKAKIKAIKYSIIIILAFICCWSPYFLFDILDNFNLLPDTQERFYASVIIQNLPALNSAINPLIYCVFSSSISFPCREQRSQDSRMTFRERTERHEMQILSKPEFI
IMPase Li inh: membrane-permeable IMPase blocker, potentiated with lithium; Potency, µM (titrated, usually from 59.4 µM), for the others: top-dose activity, negative = IMPase inhibition, hits mostly inhibitors; hit rate 0.35% among 210,000; AID 1457; CHO-M1 cells, IP1 TR-FRET (IP-One), carbachol + lithium;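 also: IP1 builds up when IMPase is blocked and the TR-FRET signal falls; potency is read from the fitted curve at half-maximal effect; plate controls were basal vehicle for no effect and high inhibitor control for full effect; nearly all actives have a fitted effect of over 50% in size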
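Lithium-sensitised IP1 accumulation assay; M1-expressing CHO cells treated 30 min at 37C with compound. Competitive antibody detection by time-resolved FRET followed a 10 min room-temperature lysis step.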
L3MBTL1 block: L3MBTL1 (human) inhibition; Q9Y468; AlphaScreen L3MBTL1–H3K9me1 peptide binding; Potency, µM (highest dose often 57.1 µM), without a hit: at the highest dose activity, negative = inhibition, usual class: inhibitors; hit rate 0.66% among 230,000; AID 485360; also: potency is read from the fitted curve at half-maximal effect; % is scaled to controls: 0 for no effect and ±100 for the full control effect; nearly all actives have a fitted effect of over 60% in size
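Read-out is AlphaScreen signal from streptavidin donor and nickel chelate acceptor beads (10 ug/mL final each) bridging L3MBTL1 (50 nM) and biotinylated K9-monomethylated H3(1-15) peptide (75 nM), after 30 min compound exposure at room temperature.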
Luc counter: Kinase-Glo luciferase inhibition (counter-screen) | Q27757 | Kinase-Glo luciferase, ATP luminescence, 8 min | Potency, µM (top dose mostly 38.3 µM), without a hit: at the highest dose activity change, negative = inhibition, hits mostly inhibitors | hit rate 0.28% among 200,000; also: potency is read from the fitted curve at half-maximal effect; % is scaled to controls: 0 for no effect and ±100 for the full control effect; nearly all actives have a fitted effect of over 60% in size
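Inhibition of Kinase-Glo luciferase light generation was assessed at 10 uM ATP in pH 7.2 imidazole buffer, with luminescence measured after eight minutes at ambient temperature.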
Epigenetic derep: derepresses silenced GFP reporter in murine cells; murine LDR cells, GFP reporter derepression, 30 h; hit rate 0.2% among 280,000; Potency, µM (top dose mostly 53.9 µM), for the others: top-dose GFP activation, most hits filed as activators; also: potency is read from the fitted curve at half-maximal effect; % of control where 0% means no effect; nearly all actives have a fitted effect of over 60% in size
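Reporter derepression read as number of fluorescent GFP-positive objects, 20-120 um in size, counted by laser-scanning cytometer. Mouse LDR line with an epigenetically silenced CMV-GFP locus; compound incubation 30 h, 37 C.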
HTT aggregate: inhibitors of mutant huntingtin aggregate formation in PC12 cells; PC12 HttQ103-GFP aggregates, Acumen cytometry, 40 h; Potency, µM (doses to about 46.1 µM), inactives show at the highest dose activity change, negative = inhibition, hits mostly inhibitors; hit rate 1.1% among 220,000; AID 1688; also: potency is read from the fitted curve at half-maximal effect; % is scaled to controls: 0 for no effect and ±100 for the full control effect; nearly all actives have a fitted effect of over 60% in size
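Steps: seed 1500 PC12 HTTQ103-GFP cells/well; add tebufenozide, 100 nM final; add compound titration; add ATPLite reagent; quantify GFP aggregates by laser scanning cytometry.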
CBFb-RUNX1 inh: CBF-beta/RUNX1 interaction disruption. Q01196+Q13951. AlphaScreen CBFb-His/RUNX1-biotin binding, biochemical. Potency, µM (series often up to 59.8 µM), for the others: at the top dose activity, negative = inhibition, actives largely listed as inhibitors. 230,000 tested, under 10 active. AID 1477; also: % of control where 0% means no effect
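AlphaScreen proximity signal reports loss of binding between His-tagged CBF-beta and biotin-labelled RUNX1, each at 30 nM. Proteins are pre-associated for 20 minutes, compounds added for 15 minutes, then beads for 90 minutes, all at ambient temperature.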
* marks the source's active call; other numbers are inactive results; ? = inconclusive; nt = not tested or not shown; [ ] = another dose, or the depositor's remark. Calls follow the shape of the dose curve; as a rule, active = well fitted curve in the direction sought with a large enough effect; inconclusive = small, poorly fitted or top-dose-only effect, or another doubt; inactive = no such curve, though single readings can be large; an effect the other way counts as inactive or inconclusive. Not all compounds are listed; rates above refer to the full screens.

[1] O=C(c1ccc(Cl)cc1)c1ccc(OCC(O)CN2CCOCC2)cc1 (stereo unspecified)
[2] COC(=O)c1ccc(SC2CCCCC2)c([N+](=O)[O-])c1
[3] O=S1(=O)N=C(N2CCN(Cc3ccc4c(c3)OCO4)CC2)c2ccccc21
[4] O=C(CSc1ncnc2c1sc1ccccc12)Nc1ccc(Br)cc1
[5] COc1ccc(/C(=N/OC(C)=O)c2nccc3cc(OC)c(OC)cc23)cc1OC
[6] COc1ccc(S(=O)(=O)Nc2ccc3oc(C)c(C(=O)O)c3c2)cc1
[7] CCOc1cc(OCC)cc(C(=O)NC(=S)Nc2cccc(C(F)(F)F)c2)c1
[8] CC(=O)NC1(c2cccc(F)c2)CCN(CC(=O)NC2CCCCC2)CC1

screen / no.	1	2	3	4	5	6	7	8
Luc counter	-5%	-1%	0%	1%	nt	-1%	-2%	-4%
CBFb-RUNX1 inh	0%	-18%	-25%	1%	-2%	0%	1%	-4%
Epigenetic derep	-2.1%	-1.1%	2.1%	5.7%	-1.0%	-4.1%	1.2%	0.2%
HTT aggregate	-20%	-14%	6%	11%	1%[9.22 µM]	0%	13%	-3%
IMPase Li inh	18%[38.3 µM]	5%[38.3 µM]	13%[38.3 µM]	?	nt	0%[38.3 µM]	11%[38.3 µM]	2%[38.3 µM]
NPSR antagonist	5%[46.1 µM]	-28%[46.1 µM]	-6%[46.1 µM]	?	-2%	-11%[46.1 µM]	?	-2%[46.1 µM]
L3MBTL1 block	-1%[11.4 µM]	-11%	24%[11.4 µM]	4%	nt	nt	3%	3%

[9] CCN(CCNCC(O)COCc1ccc(Cl)cc1)c1cccc(C)c1 (stereo unspecified)
[10] O=C(c1cc2ccccc2oc1=O)N(Cc1ccccc1)C1CCS(=O)(=O)C1 (stereo unspecified)
[11] C=CCn1c(SCC(=O)Nc2nc(C)cs2)nnc1C(NC(=O)c1ccccc1)C(C)C (stereo unspecified)
[12] CC1=C(C(=O)OC(C)C)C(c2cccc([N+](=O)[O-])c2)n2c(cc(=O)[nH]c2=S)N1 (stereo unspecified)
[13] Cc1ccc(CNC(=O)CCn2c(=O)oc3ccccc32)cc1
[14] CCN(Cc1ccccc1)C(c1cc2ccc(C)cc2[nH]c1=O)c1nnnn1CCOC (stereo unspecified)
[15] O=C(Cc1ccc(Nc2nc3ccc(Br)cc3[nH]2)cc1)NCCc1cccs1
[16] COC(=O)c1ccccc1N=Nc1c(N)n[nH]c1N

screen / no.	9	10	11	12	13	14	15	16
Luc counter	-1%	-4%	-6%	1%	nt	21%	9%	nt
CBFb-RUNX1 inh	-8%	1%	1%	-6%	10%	-2%	10%	-7%
Epigenetic derep	18%	-2.0%	-1.2%	-0.9%	-0.7%	-0.7%	-1.8%	0.1%
HTT aggregate	2%	10%	-10%	-14%	-14%[9.22 µM]	-8%	?	-10%[9.22 µM]
IMPase Li inh	1%	-12%[38.3 µM]	16%	13%	nt	24%[38.3 µM]	5%	nt
NPSR antagonist	?	-15%[46.1 µM]	-10%[46.1 µM]	8%	11%	-20%[46.1 µM]	?	35%
L3MBTL1 block	-20%	0%	1%	-16%	nt	nt	4%	-5%

[17] Clc1ccc(/C=N/Nc2nc(Cl)nc3ccccc23)cc1
[18] COC(=O)c1c(NC(=O)c2c(-c3ccccc3Cl)noc2C)sc2c1CCC2
[19] COc1ccc(/C=C/c2nc3ccccc3n2Cc2ccc(OC)c(OC)c2)cc1
[20] COc1ccc(S(=O)(=O)N2CCOCC2)cc1NC(=O)c1cccc2c(=O)c(C)c(-c3ccccc3)oc12
[21] Nn1c(SCC(=O)NCc2ccc3c(c2)OCO3)nnc1C1CC1
[22] CCC(CC)C(=O)N1CCN(Cc2ccc3c(c2)OCO3)CC1
[23] CSCCn1c(C(C)(C)C)cc(C(=O)O)c1C
[24] COc1ccc(-c2cc(C(F)(F)F)nc(SCC(=O)N(C)Cc3cnn(C)c3C)n2)cc1OC

screen / no.	17	18	19	20	21	22	23	24
Luc counter	-10%	-5%	?	nt	2%	19%	nt	-3%
CBFb-RUNX1 inh	-7%	-2%	-3%	-3%	-1%	-2%	3%	-2%
Epigenetic derep	0.3%	0.0%	4.1%	-0.9%	1.6%	1.9%	0.0%	1.5%
HTT aggregate	?	-4%	?	-5%	13%[9.22 µM]	-21%	14%[9.22 µM]	5%
IMPase Li inh	-1%[38.3 µM]	20%[38.3 µM]	6%	nt	-4%[38.3 µM]	19%[38.3 µM]	nt	-7%
NPSR antagonist	-11%[46.1 µM]	-28%[46.1 µM]	-40%	-6%[46.1 µM]	1%[46.1 µM]	-11%[46.1 µM]	3%	-6%
L3MBTL1 block	-3%	nt	18%	0%	nt	nt	0%	3%

[25] CC(=O)N1CCc2cc(Br)cc(S(=O)(=O)NCCCN3CCCC(C)C3)c21 (stereo unspecified)
[26] CN1CCN(C(=O)c2cc3ccccc3oc2=O)CC1
[27] O=C(c1ccco1)N1CCN(Cc2nnnn2CC2CCCO2)CC1 (stereo unspecified)
[28] COc1cc(/C=C(\C#N)c2nc3ccccc3s2)cc([N+](=O)[O-])c1O
[29] Cc1ccc(C(C(=O)NC2CCCCC2)N(CC2CCCO2)C(=O)CNC(=O)c2ccco2)cc1 (stereo unspecified)
[30] O=C(COC(=O)[C@@H]1CC(O)CN1S(=O)(=O)c1ccc2c(c1)OCCO2)NCc1ccc(F)cc1 (stereo partly specified)
[31] COc1ccccc1N1CCN(C(=O)CCCCCn2c(=O)[nH]c3ccsc3c2=O)CC1
[32] Cn1c(C2=C(O)CN(c3ccc4c(c3)OCCO4)C2=N)nc2ccccc21

screen / no.	25	26	27	28	29	30	31	32
Luc counter	-1%	-1%	2%	-6%	-3%	-1%	1%	3%
CBFb-RUNX1 inh	5%	6%	2%	nt	2%	-1%	?	11%
Epigenetic derep	0.9%	0.0%	-3.8%	-2.5%	-6.4%	-1.4%	-1.4%	-0.9%
HTT aggregate	-5%	12%	19%[9.22 µM]	?	11%	17%	3%	-12%[9.22 µM]
IMPase Li inh	21%[38.3 µM]	-11%[38.3 µM]	-1%	7%	11%[38.3 µM]	3%	5%	-5%[38.3 µM]
NPSR antagonist	12%[46.1 µM]	-4%[46.1 µM]	-16%	-50%	-3%[46.1 µM]	6%	-4%	-3%[46.1 µM]
L3MBTL1 block	5%[11.4 µM]	-7%	-4%	-18%	-11%	6%	-2%	-6%

[33] CN1CCC(=NNC(=O)COc2ccc(Cl)cc2)CC1
[34] CNc1ccc(Br)cc(C(=O)/C=C/c2cccc(OC)c2OC)c1=O
[35] COc1ccc(CC(=O)NCc2nnc(SCC(=O)c3ccc(OC)cc3)n2C)cc1
[36] CC1CC(C)(C)NC(C)c2ccccc21 (stereo unspecified)
[37] COC(=O)[C@H]1[C@@H](C)N(Cc2ccccc2)C(=O)N[C@H]1c1cccc(C(F)(F)F)c1
[38] O=C1/C(=C/c2ccco2)Cc2ccccc21
[39] CCOC(=O)c1c(C)nc2sc(C(=O)Nc3ccc(C(C)=O)cc3)c(N)c2c1-c1ccc(OC)cc1
[40] COc1ccc(Cn2cc3c(-c4ccc(F)cc4)nnc-3c3cc(OC)c(OC)cc32)cc1

screen / no.	33	34	35	36	37	38	39	40
Luc counter	0%	-5%	2%	nt	-2%[7.66 µM]	-4%	-3%	-2%
CBFb-RUNX1 inh	-4%	?	2%	3%	-1%[13.1 µM]	-12%	?	8%
Epigenetic derep	1.5%	?	-0.4%	-0.5%	nt	-3.2%	-0.7%	?
HTT aggregate	-2%	?	11%	-10%	nt	-1%	-13%	?
IMPase Li inh	-6%	20%	0%	nt	12%	6%	-21%[38.3 µM]	23%[38.3 µM]
NPSR antagonist	12%	-12%[46.1 µM]	11%	-4%[46.1 µM]	nt	11%	16%[46.1 µM]	?
L3MBTL1 block	15%	?	6%	5%	nt	-12%	15%	4%

[41] Cc1onc(-c2c(Cl)cccc2Cl)c1C(=O)N[C@H]1C(=O)N2[C@H]1SC(C)(C)[C@H]2C(=O)O
[42] CC(NC(=O)NC1CCCCC1)C(c1cccs1)N1CCN(c2ccccc2)CC1 (stereo unspecified)
[43] COc1cccc(-n2c(C)c(C(C)=O)c(C(C)=O)c2C)c1
[44] CCOc1ccccc1NC(=O)COC(=O)Cc1ccc(-c2ccccc2)cc1

screen / no.	41	42	43	44
Luc counter	-3%[17.1 µM]	-3%	4%	0%
CBFb-RUNX1 inh	-19%[21.7 µM]	9%	3%	3%
Epigenetic derep	-0.3%[16.9 µM]	0.0%	-2.1%	11%
HTT aggregate	nt	-30%	7%	-2%
IMPase Li inh	7%	36%[activator][38.3 µM]	-2%[38.3 µM]	5%
NPSR antagonist	nt	?	-8%[46.1 µM]	-8%
L3MBTL1 block	nt	-16%	-2%[11.4 µM]	73%[activator]
